BRCA1 expr act = qHTS Assay to Identify Small Molecule Activators of BRCA1 Expression | AID 624202, 2012 | Potency, µM (highest dose often 46.1 µM), inactives show at the top dose activation, hits mostly activators | MCF7-BRCA1-FFLuc reporter, luminescence, 48 h; response scale: scaled: vehicle 0%, 10 µM genistein 100% | actives 1.1% (n = 380,000); note: nearly all actives have a fitted effect of over 80% in size; some results filed as inactive show a strong effect at the top dose
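MCF7-BRCA1-FFLuc cells, 2000/well in phenol-red-free MEM, attached 2 h then treated 48 h at 37 C. Luciferase luminescence read 15 min after reagent; normalized to genistein maximum activation (10microM) and DMSO, concentration-response fitted.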
Integrin act MD = qHTS for Activators of Integrin-Mediated Alleviation for Muscular Dystrophy | alpha7betagal myoblasts, beta-gal FDG fluorescence, 48 h | Potency, µM (doses to about 38.3 µM), without a hit: at the top dose activation, actives largely listed as activators | actives 0.064% (n = 350,000) | AID 624291, 2012;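 note: 100% = response of the positive control SU9516; nearly all actives have a fitted effect of over 60% in size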
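alpha7betagal+/- myoblasts (passage 13, 250/well) treated 48 h at 37C with compounds at 1:260 dilution of DMSO stock. Lysed, then beta-galactosidase activity read as FDG fluorescence (ex 480/em 540) after 30 min, with pre-read for autofluorescence.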
The depositor's hits bear a star; ? = inconclusive; [ ] = dose if it differs, or a comment. Calls come from the whole dose curve; as a rule, active = well fitted activation curve with a large enough effect; inconclusive = small, poorly fitted or top-dose-only effect; inactive = no such curve, though single readings can be large or run the other way. Potency is the fitted concentration of half-maximal effect.

SMILES | BRCA1 expr act | Integrin act MD
COc1cccc(S(=O)(=O)N(C)C[C@@H]2OCc3cn(nn3)CCCC(=O)N([C@H](C)CO)C[C@H]2C)c1 | -38% | -4%
O=C1OC(O)c2cccc3cccc1c23 (configuration not stated) | -8% | 11%
O=C(COC(=O)c1ccccc1Cl)Nc1cccc(S(=O)(=O)N2CCCCC2)c1 | 4% | 13%
C=CCn1nc(C(=O)N2CCOCC2)cc1-c1sc(NC(=O)c2ccccc2)nc1C | -28% | 0%
COC(=O)c1ccccc1N=NNc1ccc([N+](=O)[O-])cc1 | ? | 2%
COc1ccc(-n2c(SCC(=O)NCC3CCCO3)nc3ccccc3c2=O)cc1Cl (configuration not stated) | -1% | -20%
CCCN(C(=O)COC(=O)CCC(=O)c1ccccc1)c1c(N)n(Cc2ccccc2)c(=O)[nH]c1=O | 2% | 0%
C#CCN(C[C@H]1[C@H](OC(=O)NCC2CCCCC2)[C@H](OC(=O)NCC2CCCCC2)C[C@H]2C(=O)N(c3ccccc3)C(=O)[C@@H]12)S(=O)(=O)c1ccc(C)cc1 | 3% | 1%
NS(=O)(=O)c1ccc(CCNC(=O)CSc2nc3ccsc3c(=O)n2Cc2ccccn2)cc1 | 96% | 6%
O=C(c1ccc(S(=O)(=O)Cc2cc(F)ccc2F)c([N+](=O)[O-])c1)N1CCOCC1 | -51% | -51%[inhibitor]
O=C(COc1ccc(Cl)cc1Cl)NCCN1CCCC1 | 0% | -39%
COc1ccc(N(CC(=O)N2CCN(c3ccccc3)CC2)S(=O)(=O)c2ccccc2)cc1 | -15% | -18%
Cc1ccc(S(=O)(=O)N2C[C@H]3N(C(=O)OC(C)C)N(C(=O)OC(C)C)C[C@H](OC(=O)NC4CCCC4)[C@@]3(O)C2)cc1 | -18% | -8%
COCCN(CC(=O)Nc1cccc(C)c1C)C(=O)/C=C/c1ccc2c(c1)OCCO2 | 18% | 1%
CC(NC(=O)C1CCCN1C(=O)c1cccs1)c1ccc(Cl)cc1Cl (configuration not stated) | -6% | -2%
COc1cc2c(cc1OC)C1CCc3cc4c(cc3C1N=C2)OCO4 (configuration not stated) | 11% | 4%
Cc1ccccc1S(=O)(=O)N(C)C[C@@H]1OCc2cnnn2CCCC(=O)N([C@H](C)CO)C[C@H]1C | 1% | 8%
O=C(c1ccc(CS(=O)c2ccccc2Cl)o1)N1CCN(C2CCCCC2)CC1 (configuration not stated) | -1% | -15%
C[C@@H]1CN([C@@H](C)CO)C(=O)CCCn2nncc2CO[C@H]1CN(C)C(=O)Nc1ccc(C(F)(F)F)cc1 | -16% | -2%
O=C(O)C(Cc1ccccc1)N1C(=O)C=CC1=O (configuration not stated) | -18% | -4%
CCCCn1c(SCC(=O)NC2CC2)nc2cc(C(=O)OC)ccc2c1=O | -3% | -10%
COc1cc(C(=O)NN=Cc2ccc(N(C)C)cc2)cc(OC)c1OC | -50% | -48%[inhibitor]
O=C(CC1CCCC1)NCCS(=O)(=O)N1CCN(c2ccccc2)CC1 | -11% | 4%
CC(OC(=O)C1COc2ccccc2O1)C(=O)c1ccccc1 (configuration not stated) | -3% | 2%
O=C(CC1CC1)Nc1ccc2c(c1)[C@@H]1C[C@H](CC(=O)NC3CCCC3)O[C@@H](CO)[C@@H]1O2 | 1% | 13%
COCCNC(=O)CSc1nc(N)c(NC(=O)c2ccco2)c(=O)[nH]1 | -8% | 13%
COc1ccc(C(C#N)=Cc2cccc(OC)c2OC)cc1 | 0% | -34%
COc1ccc(C(=O)N2C=Cc3ccccc3C2C#N)cc1 (configuration not stated) | 1% | -8%
Cc1ccc(C)c(OCc2cc(C(=O)N3CCN(C4CCCCC4)CC3)no2)c1 | 0% | -14%
Cc1onc(-c2ccccc2)c1C(=O)OCC(=O)c1ccc[nH]1 | -6% | 8%
C[C@H](O)[C@@H]1C(=O)N2CCc3ccc(-c4ccccc4)cc3[C@@H]2C[C@@H]1N(C)C(=O)c1ccco1 | 3% | 16%
CC1=C(C(=O)N2CCOCC2)CC(CC(=O)NCCCCc2ccccc2)C(=O)N1Cc1ccc(C(C)(C)C)cc1 (configuration not stated) | 0% | -10%
O=[N+]([O-])c1ccc(Nc2ccccc2O)c([N+](=O)[O-])c1 | -22% | -1%
COc1cc(C=Cc2nnc3c4ccccc4cnn23)cc(OC)c1OC | 29% | 7%
CCN1C(=O)[C@H]2[C@@H](c3ccc(OC)cc3)N[C@]3(CCCN(Cc4ccc(Cl)cc4)C3=O)[C@H]2C1=O | 10% | 25%
COc1ccc(CN(CCCn2cnc3c(OC)ncnc32)CCCn2cnc3c(OC)ncnc32)cc1 | 5% | 9%
NC(=S)NN=Cc1nccc2c(N)cccc12 | -35% | -38%
C[C@H]1CN(c2ccccc2)C(=O)[C@@H]1CC(=O)Nc1ccc(Br)cc1 | 8% | 22%
CC(=O)N1C[C@H]2CON(C)[C@H]2C[C@H]1c1cccc(-c2cc(Cl)cc(Cl)c2)c1 | -5% | -3%
COc1cccc(NC(=S)NC2CC(C)CC(C)(C)C2)c1 (configuration not stated) | 0% | 0%
CCSc1nnc(NC(=O)C2CCCN(C(=O)c3ccc(Cl)cc3)C2)s1 (configuration not stated) | -5% | -16%
C[C@@H]1CN([C@H](C)CO)C(=O)c2c(c3ccccc3n2C)-c2ccccc2CO[C@@H]1CN(C)C(=O)Nc1ccccc1C(F)(F)F | ? | 4%
CCOC(=O)C1CCC(C(=O)OCC)N1c1ccc(C=O)cc1 (configuration not stated) | -14% | 4%
COc1ccccc1-c1ccc2c(c1)O[C@@H](CN(C)C(=O)c1ccncc1)[C@H](C)CN([C@@H](C)CO)S2(=O)=O | 1% | -9%
CCc1cc(C(=O)OCC(=O)NCCc2ccccc2)sc1C | 9% | 4%
CC(C)(C)OC(=O)NCCc1onc(-c2ccccc2F)c1C(=O)O | 4% | 15%
C[C@@H]1CN([C@H](C)CO)C(=O)CCCn2nncc2CO[C@@H]1CN(C)S(=O)(=O)c1cn(C)cn1 | 1% | 21%
O=C(CCCN1C(=O)/C(=C\c2cccs2)SC1=S)Nc1ccccc1O | -34% | -8%
C[C@@H]1CN([C@@H](C)CO)C(=O)CCCn2nncc2CO[C@H]1CN(C)C(=O)c1ccc(N2CCN(C)CC2)cc1 | 0% | -25%
COc1cccc(CNC[C@H]2O[C@@H](n3ccc(N)nc3=O)[C@H](O)[C@@H]2O)c1OCc1ccc(F)cc1Cl | 20% | 20%

(continued)
SMILES | BRCA1 expr act | Integrin act MD
CN(CC(=O)Nc1ccc(F)cc1)C(=O)COC(=O)c1nc(Cl)ccc1Cl | -6% | 11%
CC(C)(CN1CCCN(CC(C)(C)C(=O)O)C1=O)C(=O)O | 1% | -17%
CSc1ncccc1C(=O)NNC(=O)c1csc(N2CCOCC2)n1 | -10% | 17%
FC(F)(F)C(F)(F)c1nc2nc(Cl)c(Cl)nc2[nH]1 | -12% | 5%
CN1OC[C@@H]2CN(S(=O)(=O)c3cccc4ccccc34)[C@H](c3ccc(-c4ccccc4)cc3)C[C@@H]21 | -35% | -24%
Cc1cc(Cl)ccc1OCC(=O)OCC(=O)Nc1ccc(Cl)cn1 | 0% | 24%
C[C@H]1CN([C@@H](C)CO)C(=O)CCCn2nncc2CO[C@H]1CN(C)S(=O)(=O)c1ccccc1 | -1% | 3%
Cc1cn([C@H]2C[C@H](O)[C@@H](CNCc3ccc(C#CCCO)cc3)O2)c(=O)[nH]c1=O | 10% | 13%
O=C(Nc1ccn(CCCN2CCN(c3ncccn3)CC2)c(=O)n1)OCc1ccccc1 | 17% | -5%
O=C(NCCS(=O)(=O)N1CCN(C(=O)c2ccco2)CC1)c1ccccc1 | 32% | 10%
C[C@H](CO)N1C[C@H](C)[C@@H](CN(C)S(=O)(=O)c2ccc(-n3cccn3)cc2)OCc2cnnn2CCCC1=O | 6% | 5%
COc1ccc(C(=O)COC(=O)C2COc3ccccc3O2)c(OC)c1 (configuration not stated) | -10% | 5%
CCN(CC)C(=O)C1=C(C)N(Cc2ccc(F)cc2)C(=O)C(CC(=O)NCc2ccco2)C1 (configuration not stated) | 15% | 3%
Cc1ccc(S(=O)(=O)N(C)C[C@H]2OCc3cn(nn3)CCCC(=O)N([C@@H](C)CO)C[C@@H]2C)cc1 | 7% | -4%
CC(OC(=O)c1cccc(S(=O)(=O)N2CCOCC2)c1)C(=O)NCC1CCCCC1 (configuration not stated) | 3% | -9%
COC(=O)C=CSC(=S)C1CCCC1=N (configuration not stated) | 15% | -28%
CSCCC(C)N1CCC(Oc2ccc(C(=O)NCc3ccccn3)cc2)CC1 (configuration not stated) | -6% | 1%
Cc1cccc(OCC(=O)Nc2ccc(C(=O)Nc3ccccc3C(=O)O)cc2)c1 | ? | 2%
Cc1cn([C@H]2C[C@H](O)[C@@H](CNC(=O)[C@H]3CCC(=O)N3)O2)c(=O)[nH]c1=O | 18% | 13%
COc1ncnc2c1ncn2CCCNCc1ccco1 | 4% | -8%
C[C@@H]1CN([C@@H](C)CO)C(=O)c2cc(Br)cnc2O[C@H]1CN(C)C(=O)NC1CCCC1 | 2% | -6%
C[C@H]1CN([C@@H](C)CO)C(=O)CCCn2cc(nn2)CO[C@@H]1CN(C)S(=O)(=O)c1ccc(C#N)cc1 | 10% | 6%
c1ccc2c(c1)COc1c3ncccc3nn1-2 | ? | 4%
C[C@H]1CN([C@@H](C)CO)C(=O)CCCn2nncc2CO[C@@H]1CN(C)Cc1ccc(Oc2ccccc2)cc1 | -13% | -11%
Cc1cccc(S(=O)(=O)N(C)C[C@H]2OCc3cnnn3CCCC(=O)N([C@@H](C)CO)C[C@H]2C)c1 | -17% | -3%
CCCCN1CC(C)(C)[C@H](CC(=O)Nc2ccccc2)C1=O | 8% | 27%
C[C@H](CO)N1C[C@H](C)[C@@H](CN(C)C(=O)CCCN(C)C)OCc2cn(nn2)CCCC1=O | 1% | 3%
Cc1ccccc1CSCC1Nc2ccc(C(=O)NCCc3ccccc3)cc2NC1=O (configuration not stated) | -23% | 4%
Cc1noc(C)c1S(=O)(=O)N(C)C[C@H]1OCc2cn(nn2)CCCC(=O)N([C@@H](C)CO)C[C@@H]1C | 23% | 15%
O=C(OCc1cn([C@H]2C[C@H](c3ccccc3)N(Cc3cccs3)C[C@@H]2O)nn1)c1ccccc1 | -55% | -42%[inhibitor]
Oc1ccccc1C1=NC(c2ccccc2)NC(c2ccccc2)C1 (configuration not stated) | 2% | 10%
O=S1(=O)CCN(C2CCCCCC2)CC1 | 3% | 18%
O=C(NCc1cc(C(F)(F)F)ccc1Cl)c1cccc2c1C(=O)c1ccc(N3CCC(N4CCCCC4)CC3)cc1S2(=O)=O | -60% | -46%[inhibitor]
C[C@@H]1CN([C@@H](C)CO)C(=O)CCCn2cc(nn2)CO[C@H]1CN(C)S(=O)(=O)c1cccc(F)c1 | 2% | 13%
COc1ccc(N2CCN(C(=O)COC(=O)c3nc(Cl)ccc3Cl)CC2)cc1 | -7% | 8%
NC(=O)C1CC(=O)N(c2ccc(OCc3ccc(Cl)c(Cl)c3)cc2)C1 (configuration not stated) | 10µM* | -26%
Cc1ccc(NC(=C(C#N)C#N)c2ccccc2)cc1 | -2% | 4%
CNC(=O)C1(c2ccccc2)CCCCC1 | 18% | -7%
N#CC(c1ccccc1)C(CC(=O)c1ccccc1)c1ccccc1 (configuration not stated) | -21% | 7%
CC1CCCN(S(=O)(=O)c2cccc(C(=O)NCCCN3CCCC3=O)c2)C1 (configuration not stated) | 21% | 13%
CC(C)[C@H](NC(=O)c1ccccc1F)C(=O)Nc1cccc(S(=O)(=O)N2CCOCC2)c1 | -19% | -4%
O=C(COn1nnc2ccc(S(=O)(=O)N3CCOCC3)cc21)NCc1cccc(Cl)c1 | 0% | -21%
CC(=O)OC1C=CN(C(C)=O)C(SC(C)(C)C)C1(C)O (configuration not stated) | 1% | 8%
COc1cccc(-c2ccccc2C2=CC(=O)CC(C)(C)C2=O)c1 | -1% | 14%
CNC(=O)C[C@H]1C(=O)N(C2CCCCC2)C[C@@H]1CSC | 9% | 8%

The list is partial; count on the stated rates, not on these rows.
